High-throughput results: PubChem BioAssay, Broad Institute
IDH1 R132H inh = inhibitors of human IDH1 R132H; inhibition, % at 10 µM; actives 0.18% (n = 70,000); AID 624101; O75874; IDH1 R132H reductase, diaphorase/resazurin fluorescence, 60 min; in the data active = inhibition above about 34%;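 note: 0% = DMSO and 100% = no enzyme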
EZH2 inh = blocks human EZH2/PRC2 H3K27 methylation | inhibition, % at 12.5 µM | actives 0.35% (n = 57,000) | DELFIA TRF, 1 h;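 active = mean inhibition of replicates at least 50% and every single replicate also reaching 50%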;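 note: dimethyl H3K27 on biotinylated H3 21-44 peptide detected by antibody; plate controls were median neutral control wells for no effect and median positive control wells for full effect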
Target sequence (Q15910 whole entry, looked up): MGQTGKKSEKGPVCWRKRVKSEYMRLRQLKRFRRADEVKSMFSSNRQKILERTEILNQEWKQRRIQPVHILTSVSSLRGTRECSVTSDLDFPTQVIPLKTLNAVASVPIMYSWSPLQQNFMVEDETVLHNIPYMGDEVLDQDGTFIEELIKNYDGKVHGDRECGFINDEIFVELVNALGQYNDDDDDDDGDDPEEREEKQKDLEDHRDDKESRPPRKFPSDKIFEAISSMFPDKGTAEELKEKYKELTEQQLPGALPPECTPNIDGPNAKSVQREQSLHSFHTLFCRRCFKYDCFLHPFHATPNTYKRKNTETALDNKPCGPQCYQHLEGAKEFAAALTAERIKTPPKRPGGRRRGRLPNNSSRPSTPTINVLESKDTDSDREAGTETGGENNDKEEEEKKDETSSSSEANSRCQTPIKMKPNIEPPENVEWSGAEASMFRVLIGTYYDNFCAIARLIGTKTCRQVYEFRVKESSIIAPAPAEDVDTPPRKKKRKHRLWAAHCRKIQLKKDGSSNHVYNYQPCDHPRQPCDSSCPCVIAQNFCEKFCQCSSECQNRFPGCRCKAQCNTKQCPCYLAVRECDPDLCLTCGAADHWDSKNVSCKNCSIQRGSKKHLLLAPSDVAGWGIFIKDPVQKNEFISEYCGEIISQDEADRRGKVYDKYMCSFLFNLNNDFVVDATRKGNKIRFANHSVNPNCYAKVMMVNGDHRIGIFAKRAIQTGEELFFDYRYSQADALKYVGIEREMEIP
An asterisk follows results filed as active; · = not tested or not shown. Only part of the results is shown (hit frequency here may not be typical).

SMILES | IDH1 R132H inh | EZH2 inh
Cc1ccc(-c2cnc3c(c2)C(=O)N([C@H](C)CO)C[C@H](C)[C@H](CN(C)C(=O)c2cccc(F)c2)O3)cc1 | -6.0 | -1.5
CCC(=O)N(C)C[C@@H]1Oc2ncc(C#CC3(O)CCCC3)cc2C(=O)N([C@H](C)CO)C[C@@H]1C | 0.8 | ·
C[C@@H]1CN([C@@H](C)CO)C(=O)c2cc(C3=CCCCC3)cnc2O[C@@H]1CN(C)Cc1ccncc1 | 4.1 | -4.5
CC(=O)N(C)C[C@@H]1Oc2ncc(-c3ccc(C(=O)N(C)C)cc3)cc2C(=O)N([C@H](C)CO)C[C@H]1C | 0.0 | ·
CC(C)NC(=O)N(C)C[C@@H]1OCCCC[C@H](C)Oc2ccc(NS(=O)(=O)c3cccs3)cc2C(=O)N([C@@H](C)CO)C[C@@H]1C | -1.9 | ·
CCCC#Cc1ccc2c(c1)O[C@@H](CN(C)S(C)(=O)=O)[C@H](C)CN([C@@H](C)CO)S2(=O)=O | -7.9 | -6.1
C[C@H]1CCCCO[C@@H](CN(C)C(=O)Nc2ccc(C(F)(F)F)cc2)[C@@H](C)CN([C@@H](C)CO)C(=O)c2cc(NC(=O)NC3CCCCC3)ccc2O1 | 0.1 | ·
C[C@H](CO)N1C[C@H](C)[C@@H](CN(C)CC2CC2)Oc2ccc(NC(=O)Nc3ccc(C(F)(F)F)cc3)cc2CC1=O | 1.9 | ·
COC(=O)C[C@H]1C[C@H]2c3cc(NC(=O)NC4CCCCC4)ccc3O[C@H]2[C@H](CO)O1 | 0.7 | 3.1
O=C(C[C@H]1C=C[C@@H](NC(=O)c2cccc(F)c2)[C@@H](CO)O1)NCCN1CCCC1 | 0.3 | 2.9
COc1cc2c(cc1OC)CN(C(=O)[C@H]1[C@@H]3C(=O)O[C@@H](c4ccccc4)[C@@H](c4ccccc4)N3[C@@H](c3ccc(O)cc3)[C@]13C(=O)Nc1ccccc13)CC2 | -0.1 | -31.6
C[C@@H]1CN([C@H](C)CO)C(=O)c2cc(C3=CCCC3)cnc2O[C@H]1CN(C)C(=O)C1CCOCC1 | · | 8.0
C[C@@H]1CN([C@@H](C)CO)C(=O)c2cccc(N(C)C)c2O[C@@H]1CN(C)Cc1ccc(C(=O)Nc2ccccc2N)cc1 | · | -7.2
CC1(C)Cc2nc3sc4c(SCC(=O)NCc5ccco5)ncnc4c3cc2CO1 | 0.5 | -12.8
CO[C@H]1CN(C)C(=O)c2ccc(NC(=O)NC(C)C)cc2OC[C@@H](C)NC[C@H]1C | 0.2 | 7.3
C[C@H]1CN([C@@H](C)CO)C(=O)Cc2cc(NC(=O)Cn3cnnn3)ccc2O[C@H]1CN(C)Cc1ccc(Cl)c(Cl)c1 | -0.1 | -18.4
C[C@@H]1CN([C@@H](C)CO)C(=O)Cc2cc(NC(=O)Nc3ccc4c(c3)OCO4)ccc2O[C@H]1CN(C)Cc1ccc2c(c1)OCO2 | -10.5 | -16.8
CO[C@@H]1CN(C)C(=O)c2ccc(NS(=O)(=O)c3ccc(Cl)cc3)cc2OC[C@H](C)NC[C@H]1C | 0.2 | 2.9
COc1ccccc1CNC(=O)C[C@H]1C[C@H]2c3cc(NC(=O)C4CCOCC4)ccc3O[C@H]2[C@@H](CO)O1 | -0.3 | -3.9
O=C(C[C@@H]1C=C[C@H](NC(=O)Nc2ccccc2F)[C@@H](CO)O1)NCc1ccc(-c2ccccc2)cc1 | -0.5 | -15.2
CC(=O)Nc1ccc(C(=O)Nc2ccccc2N)cc1 | 0.2 | -8.6
C[C@H](CO)N1C[C@H](C)[C@@H](CN(C)S(=O)(=O)c2cn(C)cn2)Oc2ccc(NC(=O)Nc3ccc(F)cc3)cc2CC1=O | -0.7 | ·
C[C@@H]1CCCCO[C@@H](CN(C)Cc2ccc(C(=O)O)cc2)[C@@H](C)CN([C@H](C)CO)C(=O)c2cc(NC(=O)Nc3cccc4ccccc34)ccc2O1 | -4.2 | ·
CCCNC(=O)N1C[C@H](C)[C@H](OC)CN(C)C(=O)c2ccc(NC(=O)CC)cc2OC[C@H]1C | 0.1 | 2.0
Cn1c2ccccc2c2nnc(Sc3ccc4nsnc4c3[N+](=O)[O-])nc21 | 0.0 | 0.7
C[C@H](NC(=O)C[C@H]1C=C[C@H](NC(=O)C2CCOCC2)[C@H](CO)O1)c1ccccc1 | -0.1 | 4.9
Cc1cc(C)c(C)c(S(=O)(=O)NCc2cccnc2)c1C | 0.4 | -3.8
COc1ccc(Cl)cc1NC(=O)CN(c1ccc(I)cc1)S(C)(=O)=O | 0.4 | 3.6
O=C(C[C@@H]1C[C@@H]2c3cc(NC(=O)NC4CCCC4)ccc3O[C@@H]2[C@@H](CO)O1)NCC1CC1 | 0.2 | -16.8
C[C@@H]1CN([C@H](C)CO)S(=O)(=O)c2ccc(C#Cc3ccc(F)cc3)cc2O[C@H]1CN(C)C(=O)CN(C)C | 2.1 | -36.7
C[C@@H]1CCCCO[C@@H](CN(C)Cc2ccncc2)[C@H](C)CN([C@@H](C)CO)C(=O)c2cc(NS(C)(=O)=O)ccc2O1 | 3.1 | 19.2
[N-]=[N+]=NCc1ccccc1C[C@@]1(C(=O)NCc2ccccc2)N=C(c2ccc(OCCCO)cc2)O[C@@H]1c1ccccc1 | · | 18.6
Cc1cc(C(=O)Nc2cccc3c2O[C@@H](CN(C)Cc2ccc(C(=O)O)cc2)[C@H](C)CN([C@H](C)CO)C3=O)n(C)n1 | 2.7 | ·
COc1ccc(S(=O)(=O)N(C)C[C@@H]2OCCCC[C@@H](C)Oc3ccc(N(C)C)cc3C(=O)N([C@H](C)CO)C[C@H]2C)cc1 | -1.5 | -8.9
C[C@H](CO)N1C[C@H](C)[C@@H](CN(C)S(=O)(=O)c2ccc(Cl)cc2)Oc2ccc(NC(=O)C3CCCCC3)cc2CC1=O | 0.4 | ·
C[C@@H]1CN([C@@H](C)CO)C(=O)Cc2cc(NC(=O)Cc3cn(C)c4ccccc34)ccc2O[C@H]1CN(C)C(=O)Nc1ccccc1 | -18.7 | -25.8
Cc1noc(C)c1S(=O)(=O)N(C)C[C@@H]1OCCCC[C@H](C)Oc2ccc(NS(=O)(=O)c3cccs3)cc2C(=O)N([C@H](C)CO)C[C@@H]1C | -0.9 | ·
C[C@@H](NC(=O)C[C@H]1CC[C@@H](NS(=O)(=O)c2cccc(F)c2)[C@@H](CO)O1)c1ccccc1 | 0.2 | 11.0
Cc1cc(C)nc(SC(C)C(=O)Nc2cccc(Cl)c2)n1 (stereo not given) | -0.2 | 13.8
C[C@H]1CN([C@@H](C)CO)S(=O)(=O)c2ccc(-c3ccncc3)cc2O[C@H]1CN(C)S(=O)(=O)c1ccccc1F | 1.5 | 1.8
OC(COc1ccc(Cl)cc1)CSc1ccccn1 (stereo not given) | 1.1 | 16.3
C[C@@H]1CN([C@H](C)CO)C(=O)CCCn2nncc2CO[C@H]1CN(C)CC1CC1 | 0.6 | ·
O=C(O)c1ccc(S(=O)(=O)Nc2ccc(O)c(Sc3nc4ccccc4s3)c2)cc1 | 4.0 | -2.6
CC(C)NC(=O)N[C@H]1CC[C@@H](CC(=O)NCCN2CCCC2)O[C@H]1CO | 0.2 | -6.3
CCC(=O)Nc1ccc2c(c1)OC[C@H](C)NC[C@@H](C)[C@@H](OC)CN(C)C2=O | 0.0 | 2.2
C[C@@H]1CN([C@@H](C)CO)C(=O)c2cc(-c3ccc(F)cc3)cnc2O[C@H]1CN(C)C(=O)c1ccccn1 | 0.5 | ·
C[C@@H]1C=C(C(=O)N2CCN(Cc3ccccc3)CC2)O[C@H](OCc2ccc(CO)cc2)C1 | · | 3.2
C[C@@H]1CCCCO[C@H](CN(C)CC2CCCCC2)[C@@H](C)CN([C@H](C)CO)C(=O)c2cc(NC(=O)CCCN(C)C)ccc2O1 | · | -5.4

Full records as entered above. Values in the order: IDH1 R132H inh	EZH2 inh
CO[C@@H]1CN(C)C(=O)c2ccc(NS(=O)(=O)c3ccc(Cl)cc3)cc2OC[C@H](C)NC[C@H]1C is listed as 0.2	2.9
CO[C@H]1CN(C)C(=O)c2ccc(NC(=O)NC(C)C)cc2OC[C@@H](C)NC[C@H]1C is listed as 0.2	7.3
C[C@@H]1CN([C@@H](C)CO)C(=O)c2cc(-c3ccc(F)cc3)cnc2O[C@H]1CN(C)C(=O)c1ccccn1 is listed as 0.5	·
CC(=O)Nc1ccc(C(=O)Nc2ccccc2N)cc1 is listed as 0.2	-8.6

The list continues.
SMILES | IDH1 R132H inh | EZH2 inh
Cc1noc(C)c1NC(=O)Nc1cccc2c1O[C@@H](CN(C)Cc1ccccc1)[C@@H](C)CN([C@@H](C)CO)C2=O | 1.6 | 7.7
C[C@H]1CN([C@@H](C)CO)C(=O)c2cc(NC(=O)Nc3cccc4ccccc34)ccc2O[C@H]1CN(C)C | -9.9 | -0.4
CNC[C@@H]1Oc2ncc(-c3ccc(C#N)cc3)cc2C(=O)N([C@H](C)CO)C[C@@H]1C | 2.4 | -0.7
C[C@@H]1CN([C@@H](C)CO)C(=O)c2cc(NC(=O)Cc3ccccc3)ccc2O[C@H]1CN(C)Cc1ccccc1 | · | -3.4
COc1ccc(C(=O)Nc2ccc(CN3C(=O)[C@]4(O[C@H](CC(=O)N5Cc6ccccc6C[C@H]5CO)[C@@H]([Si](C)(C)c5ccc(OC)cc5)[C@@H]4C)c4ccccc43)cc2)cc1 | · | -1.5
C[C@H]1CN([C@@H](C)CO)C(=O)c2cc(NC(=O)C3CC3)ccc2O[C@@H]1CN(C)S(C)(=O)=O | 4.9 | -2.5
CCCC(=O)Nc1ccc2c(c1)C(=O)N(C)C[C@H](OC)[C@@H](C)CN[C@@H](C)CO2 | 0.2 | -3.0
C[C@H](CO)N1C[C@H](C)[C@@H](CN(C)C)Oc2cc(C#CC3CCCCC3)ccc2S1(=O)=O | 0.2 | -7.3
COc1ccccc1-c1cnc2c(c1)C(=O)N([C@@H](C)CO)C[C@@H](C)[C@@H](CN(C)C(=O)CN(C)C)O2 | 0.0 | ·
C[C@@H]1CN([C@@H](C)CO)C(=O)CCCn2nncc2CO[C@H]1CN(C)Cc1cccnc1 | · | 15.2
C[C@H](CO)N1C[C@H](C)[C@H](CN(C)C(=O)CCCN(C)C)OCCCC[C@H](C)Oc2ccc(NC(=O)C3CCCCC3)cc2C1=O | 2.8 | ·
COc1ccc(NC(=O)Nc2ccc3c(c2)C(=O)N([C@@H](C)CO)C[C@H](C)[C@H](CN(C)C(=O)Nc2ccc(C(F)(F)F)cc2)OCCCC[C@H](C)O3)cc1 | 0.7 | ·
CO[C@@H]1CN(C)C(=O)c2ccc(NC(=O)c3cccc(F)c3)cc2OC[C@H](C)N(C)C[C@@H]1C | 0.0 | -8.0
Cc1noc(C)c1NC(=O)Nc1ccc2c(c1)CC(=O)N([C@H](C)CO)C[C@H](C)[C@@H](CN(C)C(=O)Nc1ccccc1)O2 | -3.1 | ·
Cc1noc(C)c1S(=O)(=O)Nc1ccc2c(c1)C(=O)N([C@H](C)CO)C[C@H](C)[C@@H](CN(C)Cc1ccc3c(c1)OCO3)O2 | 5.1 | ·
COC(=O)CSc1nc(NC(C)C)nc(N2CCOCC2)n1 | -0.2 | 1.4

Looked up by structure from the entries so far (2):
SMILES | IDH1 R132H inh | EZH2 inh
Cc1noc(C)c1NC(=O)Nc1ccc2c(c1)CC(=O)N([C@H](C)CO)C[C@H](C)[C@@H](CN(C)C(=O)Nc1ccccc1)O2 | -3.1 | ·
C[C@@H]1CN([C@@H](C)CO)C(=O)CCCn2nncc2CO[C@H]1CN(C)Cc1cccnc1 | · | 15.2

Later entries
SMILES | IDH1 R132H inh | EZH2 inh
COc1cccc(S(=O)(=O)N(C)C[C@@H]2Oc3ncccc3C(=O)N([C@H](C)CO)C[C@@H]2C)c1 | 5.1 | 16.9
C[C@H](CO)N1C[C@H](C)[C@H](CN(C)Cc2ccc(Cl)c(Cl)c2)Oc2ccc(N(C)C)cc2CC1=O | -1.2 | -3.6
COc1ccc(S(=O)(=O)N(C)C[C@H]2OCCCC[C@H](C)Oc3ccc(NC(=O)Nc4c(C)noc4C)cc3C(=O)N([C@H](C)CO)C[C@@H]2C)cc1 | -1.8 | ·
C[C@@H]1CN([C@@H](C)CO)C(=O)c2cccc(NC(=O)c3ccc(-c4nccs4)cc3)c2O[C@H]1CN(C)C(=O)Nc1ccc(F)cc1 | -2.4 | ·
CS(=O)(=O)Nc1ccc2c(c1)[C@@H]1C[C@H](CC(=O)NCC(F)(F)F)O[C@@H](CO)[C@@H]1O2 | 0.2 | 2.0
O=C(CSc1nnc2c(n1)[nH]c1ccccc12)Nc1cccc(C(F)(F)F)c1 | 0.2 | -3.8
C[C@H](CO)N1C[C@H](C)[C@@H](CN(C)C)Oc2ccc(NC(=O)Nc3ccc4c(c3)OCO4)cc2CC1=O | 6.6 | -3.4
C[C@H](CO)N1C[C@H](C)[C@H](CN(C)Cc2ccncc2)Oc2c(NS(C)(=O)=O)cccc2C1=O | 1.4 | -0.1
CC(C)(CCO[C@@H]1O[C@H](CO[C@@H]2OC[C@@H](O)[C@H](O)[C@H]2O)[C@@H](O)[C@H](O)[C@H]1O)C[C@@H]1C(C(=O)O)=CC[C@]2(C(=O)O)C1=CCC1[C@@]3(C)CC[C@H](O[C@@H]4O[C@H](CO[C@@H]5O[C@H](CO)[C@@H](O)[C@H](O)[C@H]5O)[C@@H](O)[C@H](O)[C@H]4O)C(C)(C)C3CC[C@]12C (stereo not given in full) | 4.0 | ·
